KCNH2 3.1 inh – KCNH2 3.1 (human) potassium channel inhibition; U2OS KCNH2 3.1, thallium flux FluxOr; hits give low values; activity change, % (tested at about 1.8 µM); 340,000 compounds, 0.95% hits;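 active means maximum activity change below -70%; inconclusive means maximum activity change from -70% to -50%; inactive means maximum activity change above -50%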;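 further: thallium influx rate constant from kinetic fluorescence after stimulation buffer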
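Steps: virus added to U2OS suspension (4 h, RT, dark); medium with 10% FBS added, cells plated, 37 C overnight; FluxOr/Red40 loading buffer 45 min RT; stimulation buffer, 2 min kinetic read; rate constant normalized.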
hERG WT inh – blocks the wildtype human KCNH2 potassium channel; Q12809; U2OS, BacMam KCNH2, thallium flux FluxOr; hits give low values; activity change, % at 1.84 µM; 340,000 compounds, 0.37% hits; AID 720551;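 active means maximum activity change below -70%; inconclusive means maximum activity change between -70% and -50%; inactive means maximum activity change above -50%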
Target sequence (Q12809 whole entry, looked up): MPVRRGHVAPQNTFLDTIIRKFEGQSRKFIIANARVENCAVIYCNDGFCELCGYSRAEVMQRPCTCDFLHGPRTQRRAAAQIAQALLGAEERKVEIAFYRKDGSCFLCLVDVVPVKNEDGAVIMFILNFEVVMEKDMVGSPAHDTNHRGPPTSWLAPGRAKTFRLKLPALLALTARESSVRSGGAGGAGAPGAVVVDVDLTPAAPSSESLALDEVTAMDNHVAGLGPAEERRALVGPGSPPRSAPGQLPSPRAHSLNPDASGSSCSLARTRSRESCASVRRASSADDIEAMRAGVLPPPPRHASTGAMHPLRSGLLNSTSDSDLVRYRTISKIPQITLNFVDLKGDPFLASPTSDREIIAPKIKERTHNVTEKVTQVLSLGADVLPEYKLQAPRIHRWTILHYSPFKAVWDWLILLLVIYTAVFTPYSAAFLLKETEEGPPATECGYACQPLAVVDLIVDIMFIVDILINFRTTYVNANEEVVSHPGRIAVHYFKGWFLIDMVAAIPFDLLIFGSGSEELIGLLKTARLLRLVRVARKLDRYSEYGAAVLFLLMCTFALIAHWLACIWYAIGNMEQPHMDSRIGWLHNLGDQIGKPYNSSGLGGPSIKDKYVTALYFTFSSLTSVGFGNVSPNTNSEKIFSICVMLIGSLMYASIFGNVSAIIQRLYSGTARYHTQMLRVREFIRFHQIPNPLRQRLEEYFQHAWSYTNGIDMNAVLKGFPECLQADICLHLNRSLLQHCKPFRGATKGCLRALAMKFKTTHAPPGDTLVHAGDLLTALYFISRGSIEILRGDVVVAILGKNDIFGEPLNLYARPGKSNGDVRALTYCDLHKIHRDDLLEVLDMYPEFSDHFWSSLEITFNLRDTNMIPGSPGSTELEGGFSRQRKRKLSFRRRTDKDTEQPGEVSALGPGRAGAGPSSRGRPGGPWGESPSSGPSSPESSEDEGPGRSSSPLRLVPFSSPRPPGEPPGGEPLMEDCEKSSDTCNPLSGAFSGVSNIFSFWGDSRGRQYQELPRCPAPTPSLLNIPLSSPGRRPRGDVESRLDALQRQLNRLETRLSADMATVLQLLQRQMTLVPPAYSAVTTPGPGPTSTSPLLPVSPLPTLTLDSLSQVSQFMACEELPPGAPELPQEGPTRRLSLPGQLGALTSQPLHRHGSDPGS
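U2OS cells transduced with wild-type KCNH2 virus are loaded with FluxOr dye for 45 min, and thallium flux is measured in kinetic reads before and after stimulation buffer. Rate constants are normalized to DMSO controls.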
* hit, by the source's call; ? = inconclusive. On the % scale 0 is the no-effect control and ±100 the full control effect. These rows are one share of the data; count on the stated rates, not on these rows.

SMILES	KCNH2 3.1 inh	hERG WT inh
CC1(CSc2ccccc2)CC(=O)N1 (centres undefined)	-1	11
CCC[C@H]1CN(c2ccc(OC)cc2)C(=O)[C@@H]1CC(=O)Nc1ccccc1	-5	-3
COc1ccc(CN2C(=O)C(CC(=O)NCCCN(C)C)CC(C(=O)N(C(C)C)C(C)C)=C2C)cc1 (centres undefined)	34	-10
O=C(O)c1sc(C(=O)O)c(-c2ccccc2)c1-c1ccccc1	1	-1
Cc1ccc(OCc2cc(C(=O)N(C)C3CCCc4ccccc43)no2)cc1C (centres undefined)	12	1
O=C(O)c1ccc(CNC(=O)c2ccc(S(=O)(=O)N3CCCC3)cc2)cc1	0	30
CC(=O)OC1C(OC(C)=O)C2C(C)CC3OC(=O)C(C)C3CC2(C)C1OC(C)=O (centres undefined)	3	-6
Cc1ccc(S(=O)(=O)N2C[C@H]3C(=O)C[C@@H](c4cccc(Cl)c4)N(S(=O)(=O)c4ccc(C)cc4)[C@H]3C[C@H]2c2ccccc2)cc1	5	-2
Cc1ccccc1CN(C)C[C@@H]1OCc2cnnn2CCCC(=O)N([C@H](C)CO)C[C@H]1C	18	7
C[C@@H]1CCCCO[C@@H](CN(C)C(=O)Cc2ccccc2)[C@@H](C)CN([C@H](C)CO)C(=O)c2cc(N(C)C)ccc2O1	19	-3
O=C(OCc1cn([C@@H]2CN(CC3CCCCC3)[C@@H](c3ccccc3)C[C@H]2O)nn1)c1ccccc1	-17	-10
CC(C)CC1NC(=O)c2cc3ccccc3cc2-n2c1nc1ccc(F)cc1c2=O (centres undefined)	-16	-3
COc1cc(Cl)ccc1OCc1cc(C(=O)N2CCN(C3CCCCC3)CC2)no1	-12	32
CC(C)CC1C(=O)N(Cc2cn(CC3CCCCC3)nn2)CCS(=O)(=O)N1Cc1ccc(-c2ccc(Cl)cc2)cc1 (centres undefined)	4	-10
O[C@@H]1C[C@H](c2ccc(Cl)cc2)N(Cc2cccs2)C[C@H]1n1cc(C2CC2)nn1	1	-12
COCCCN(Cc1cc(OC)c(OC)c(OC)c1)C(=S)Nc1cccc(SC)c1	3	-4
CN(Cc1ccccc1)S(=O)(=O)c1ccc(Cl)c(C(=O)N2CCOCC2)c1	11	0
CC(=O)c1ccc(OCC(=O)N(C)C2CCS(=O)(=O)C2)cc1 (centres undefined)	-7	-11
COc1ccc(CCC(=O)Nc2ccc(S(=O)(=O)N3CCOCC3)cc2)cc1OC	11	-3
COc1cc(C(C)n2nnc3ccccc32)ccc1O (centres undefined)	-6	4
CCn1cc(CN2CCCC(C(=O)Nc3cccc(-n4cccn4)c3)C2)cn1 (centres undefined)	5	-2
N#CC(C#N)c1ccnc2ccccc12	-5	-7
O=C(Nc1cc(F)ccc1F)c1ccc2c(=O)n3c(nc2c1)CCC3	-3	8
CCN(CC(=O)Nc1c(F)cccc1F)C(=O)CCCN1C(=O)c2cccc3cccc(c23)C1=O	-9	3
NC(=O)C(CCc1nc2ccccc2[nH]1)NS(=O)(=O)c1ccccc1 (centres undefined)	-2	-12
COc1ccc(OCc2nnc(SCC(=O)Nc3oc(C)c4c(C)n[nH]c(=O)c34)n2C)cc1	10	?
COc1ccc2c([N+](=O)[O-])c(N3CCOCC3)[nH]c2c1	23	-5
CC(=O)c1ccc(OCC(=O)Nc2nnc(C3CC3)s2)cc1	-9	9
CC1C(=O)N(Cc2cn(CC3CCCCC3)nn2)CCS(=O)(=O)N1Cc1ccc(-c2cccc(CO)c2)cc1 (centres undefined)	14	1
COc1ccc(NC(=O)N(C)C[C@@H]2OCc3cn(nn3)CCCC(=O)N([C@H](C)CO)C[C@H]2C)c(OC)c1	11	4
C[C@@H](O)CNC(=O)c1[nH]cnc1C(=O)Nc1cccc(Cl)c1	15	-17
COc1ccc(CNC(=O)C2CCN(S(=O)(=O)c3ccc(N4CCCC4=O)cc3)CC2)cc1	8	4
COc1ccc(NC(=O)CCCOc2ccc(C)cc2)cc1S(=O)(=O)N1CCCCC1	1	9
COc1cc(C)ccc1OCc1cc(C(=O)NC(c2ccccn2)C(F)(F)F)no1 (centres undefined)	-87*	-2
O=C(N/N=C/c1ccc(N2CCOCC2)s1)c1ccc(O)cc1	-5	-9
CN(C)S(=O)(=O)n1cc(/C=C(\NC(=O)c2ccccc2F)C(=O)NCCN2CCOCC2)c2ccccc21	-2	-5
CCCC#Cc1cnc2c(c1)C(=O)N([C@H](C)CO)C[C@@H](C)[C@@H](CN(C)C(=O)Nc1cccc(F)c1)O2	-15	7
CCCCN1C(=O)C(CC(=O)NC2CCCC2)CC(C(=O)N(C(C)C)C(C)C)=C1C (centres undefined)	7	6
COc1ccc(S(=O)(=O)N2CCOC2CNC(=O)C(=O)NCc2ccccn2)cc1OC (centres undefined)	1	-3
C[C@@H]1CN([C@@H](C)CO)S(=O)(=O)c2ccc(C#CC(C)(C)O)cc2O[C@H]1CN(C)C(=O)C1CCCCC1	-21	-12
O=C(Cn1cc(F)c(=O)[nH]c1=O)c1ccco1	-7	4
C[C@H](CO)N1C[C@H](C)[C@@H](CN(C)Cc2ccc(Oc3ccccc3)cc2)OCc2cnnn2CCCC1=O	6	3
Cc1ccc([C@H]2N[C@]3(CCCN(Cc4ccc(F)cc4)C3=O)[C@H]3C(=O)N(C)C(=O)[C@@H]23)cc1	-22	5
C[C@@H]1CN([C@@H](C)CO)C(=O)CCCn2nncc2CO[C@H]1CN(C)S(=O)(=O)c1ccccc1C#N	-12	-12
O=C(NCc1nnnn1-c1ccc(Cl)cc1)C1CC(=O)N(c2ccc(F)cc2)C1 (centres undefined)	-4	-7
Cn1c(=O)c2c(-c3ccccc3)n(-c3ccccc3N)cc2n(C)c1=O	19	?
Cc1ccccc1CN(C)C[C@@H]1OCc2cnnn2CCCC(=O)N([C@@H](C)CO)C[C@H]1C	27	5
CCN(CC)CCN(C(=O)c1ccc2c(c1)CCCC2)c1nc2c(OC)cccc2s1	-48	-10
Cc1cccc(NC(=O)COC(=O)CN2C(=O)C3CCCCC3C2=O)c1C (centres undefined)	0	-6
COc1ccc(NC(=O)N(C)[C@H]2C[C@H]3c4[nH]c5ccccc5c4CCN3C(=O)[C@H]2CO)cc1	0	10

Additional structures.
SMILES	KCNH2 3.1 inh	hERG WT inh
CC(C)C1C(=O)N(Cc2cn(Cc3ccco3)nn2)CCS(=O)(=O)N1Cc1ccc(-c2ccc(Cl)c(Cl)c2)cc1 (centres undefined)	-10	11
C[C@H](NC(=O)C1CCN(S(=O)(=O)c2ccccc2)CC1)C(=O)NC1CC1	3	-1
COc1ccc(N)cc1NC(=O)CN1CCOCC1	1	?
CCc1nc2c(=O)[nH]cnc2o1	2	1
O=C1NCCCC1(c1ccccc1)c1ccccc1	0	-24
O=C(c1cc(COc2cccc3cccnc23)on1)N1CCC[C@H]1CO	0	-14
O=C(c1cccs1)N1CCN(Cc2nc(-c3ccccc3)no2)CC1	9	-7
COc1ccc(C(=O)N2CCN(c3nc4cc(C)cc(C)c4cc3C#N)CC2)cc1	?	-24
C[C@H](CO)N1C[C@H](C)[C@@H](CN(C)C(=O)c2cccc(F)c2)Oc2cc(-c3cncnc3)ccc2S1(=O)=O	-3	4
O=c1[nH]nc(-c2cc(-c3ccccc3)nc3ccccc23)o1	-4	-10
CN(Cc1c(C(=O)N/N=C/c2ccccc2O)nnn1-c1nonc1N)C1CCCCC1	-4	6
COc1ccc(NC(=S)N2CCC3CC2c2c(Cl)cccc23)c(OC)c1 (centres undefined)	1	1
O=S(=O)(c1cccnc1)N1CCCC(Nc2ccc(F)c(F)c2)C1 (centres undefined)	1	-2
COc1ccc(CN(C)C(=O)CCNS(=O)(=O)c2ccccc2)c(OC)c1	0	4
CN1OC[C@@H]2CN(C(=O)C(C)(C)C)[C@H](c3ccc(-c4cc5ccccc5o4)cc3)C[C@@H]21	4	-3
CCN(CC(=O)Nc1ccc(OC)cc1)C(=O)c1cccc(S(=O)(=O)N2CCN(c3ccccc3)CC2)c1	4	5
Nc1cc(S(=O)(=O)c2ccc(N3CCCCC3)c(N)c2)ccc1N1CCCCC1	5	-8
O=[N+]([O-])c1ccc2cn(C3OC(CO)C(O)C3O)nc2c1 (centres undefined)	14	16
COc1ccc(CN(C)C[C@H]2OCc3cnnn3CCCC(=O)N([C@H](C)CO)C[C@@H]2C)cc1	3	-3
CCCCN(C(C)=O)c1ccc2c(c1)C1CC2CCN1Cc1ccccc1 (centres undefined)	1	9

Reprinted from the part before: 2 compounds; new compounds follow.
SMILES	KCNH2 3.1 inh	hERG WT inh
COc1ccc(CN(C)C[C@H]2OCc3cnnn3CCCC(=O)N([C@H](C)CO)C[C@@H]2C)cc1	3	-3
CCCCN(C(C)=O)c1ccc2c(c1)C1CC2CCN1Cc1ccccc1 (centres undefined)	1	9
c1ccc2c(c1)-c1nc3ccccc3cc1C2N1CCCCC1 (centres undefined)	5	-7
Cc1cc(C)c(NC(=O)CNC(=O)c2cc(C3CC3)nc3c2cnn3C(C)C)c(C)c1	0	1
O=C(COC(=O)/C=C/c1cccc(F)c1)NCc1ccc2c(c1)OCO2	4	6
Cc1cccc(NC(=O)CN(C)S(=O)(=O)c2cnc[nH]2)c1C	11	-12
Fc1ccc(-c2nc3ccc(Br)cn3c2Cc2ccccc2)cc1	-13	-4
O=C(O)C(=O)Nc1ncn[nH]1	2	6
C[C@@H]1CN([C@@H](C)CO)C(=O)CCCn2nncc2CO[C@@H]1CN(C)C(=O)c1ccncc1	9	11
COc1ccc(OC)c(NS(=O)(=O)c2ccc3[nH]c(=O)[nH]c3c2)c1	-3	-6
CC1(C)CC(=O)C=C(C#CC2(O)CCCCC2)C1	8	1
COc1cc(C(=O)NCCC(=O)NCc2cccs2)cc(OC)c1OC	-18	-1
COCC(=O)Nc1ccc2c(c1)[C@@H]1C[C@H](CC(=O)NCc3cccc(F)c3)O[C@@H](CO)[C@@H]1O2	5	-2
O=C(c1ccoc1)N1CCN(c2cc(-c3cccnc3)nc3cc(-c4cccc(Cl)c4)nn23)CC1	-26	-19
O=S(=O)(c1ccc(NC(=S)N2CCCCC2)cc1)N1CCCCC1	8	-8
COCCN(C(=O)c1ccco1)c1nc(-c2ccc(OC)cc2)cs1	-15	3
COCOCCn1cc(CN2CCS(=O)(=O)N(Cc3ccc(-c4ccccc4)cc3)C(C(C)C)C2=O)nn1 (centres undefined)	-1	-14
C/C=C/c1cnc2c(c1)C(=O)N([C@H](C)CO)C[C@@H](C)[C@@H](CN(C)C(=O)NC1CCCC1)O2	6	-2
COc1ccc(C(C)=O)cc1CON=C1CSCc2ccccc21	6	-13
COc1ccc(OC)c(NC(=O)c2cccc(NC(=O)c3ccco3)c2)c1	5	2
NS(=O)(=O)c1ccc(CCNC(=O)COC(=O)Cc2ccc(Cl)cc2)cc1	10	-16
O=C(NC(CC(=O)N1CCN(c2ccccc2)CC1)c1ccccc1)c1ccccc1 (centres undefined)	6	22
C[C@@H]1CN([C@H](C)CO)S(=O)(=O)c2ccc(C#Cc3cccc(F)c3)cc2O[C@@H]1CN(C)C(=O)CN1CCOCC1	-17	-9
CCOC(=O)CN1CCC(C2(c3cc4ccccc4[nH]3)OCCO2)CC1	11	39
O=C(C[C@H]1C[C@H]2c3cc(NC(=O)CC4CC4)ccc3O[C@H]2[C@H](CO)O1)NCc1ccccc1F	14	-13
Cc1ccc(NCN2C(=O)c3ccccc3C2=O)cc1Cl	-9	11
C[C@@H]1CN([C@@H](C)CO)C(=O)CCCn2nncc2CO[C@H]1CN(C)S(=O)(=O)c1ccc(-c2ccccc2)cc1	21	-5
CCCCN1C(=O)C(CC(=O)NC2CCCCC2)CC(C(=O)N(C)C)=C1C (centres undefined)	8	-13

Molecules listed so far with an NH in an aromatic ring, in the order listed:
SMILES	KCNH2 3.1 inh	hERG WT inh
NC(=O)C(CCc1nc2ccccc2[nH]1)NS(=O)(=O)c1ccccc1 (centres undefined)	-2	-12
COc1ccc(OCc2nnc(SCC(=O)Nc3oc(C)c4c(C)n[nH]c(=O)c34)n2C)cc1	10	?
COc1ccc2c([N+](=O)[O-])c(N3CCOCC3)[nH]c2c1	23	-5
C[C@@H](O)CNC(=O)c1[nH]cnc1C(=O)Nc1cccc(Cl)c1	15	-17
O=C(Cn1cc(F)c(=O)[nH]c1=O)c1ccco1	-7	4
COc1ccc(NC(=O)N(C)[C@H]2C[C@H]3c4[nH]c5ccccc5c4CCN3C(=O)[C@H]2CO)cc1	0	10
CCc1nc2c(=O)[nH]cnc2o1	2	1
O=c1[nH]nc(-c2cc(-c3ccccc3)nc3ccccc23)o1	-4	-10
Cc1cccc(NC(=O)CN(C)S(=O)(=O)c2cnc[nH]2)c1C	11	-12
O=C(O)C(=O)Nc1ncn[nH]1	2	6
COc1ccc(OC)c(NS(=O)(=O)c2ccc3[nH]c(=O)[nH]c3c2)c1	-3	-6
CCOC(=O)CN1CCC(C2(c3cc4ccccc4[nH]3)OCCO2)CC1	11	39
